High-throughput results: PubChem BioAssay, National Center for Advancing Translational Sciences (NCATS)
TbPYK inhibitor: inhibitors of Trypanosoma brucei pyruvate kinase. hit rate 0.12% among 410,000. Q57TT1. AID 624173. TbPYK enzyme, Kinase-Glo Plus ATP luminescence, 45 min. Potency, µM (series often up to 76.8 µM), without a hit: at the top dose activity, negative = inhibition, hits mostly inhibitors; note: potency is the fitted concentration of half-maximal effect; % is set by controls: 0 for no effect and ±100 for the full control effect; nearly all actives have a fitted effect of over 50% in size
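TbPYK + substrate in 50 mM TEA pH 7.2, 100 mM KCl, 10 mM MgCl2, 0.05% BSA, 0.01% Tween-20; cpd pinned; ADP 130 uM final; 45 min RT; Kinase-Glo Plus 10 min; luminescence endpoint.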
AMA1 RON2 block: inhibitors of Plasmodium falciparum AMA1-RON2 interaction; AlphaScreen AMA1-biotinylated RON2 peptide binding; Potency, µM (highest dose often 58.2 µM), without a hit: at the highest dose activity change, negative = inhibition, hits mostly inhibitors; hit rate 0.2% among 360,000; AID 720542;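 note: potency is the fitted concentration of half-maximal effect; 0% = vehicle wells and -100% = peptide control; nearly all actives have a fitted effect of over 45% in size; some results filed as inactive show a strong effect at the top dose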
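AMA1 (3D7) with his tag at 25 nM final met compounds first, then biotinylated RON2 peptide at 25 nM; detection used donor plus acceptor beads, 10 µg/mL apiece, read by AlphaScreen after 30 min at room temperature.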
LmPK inh: inhibitors of Leishmania mexicana pyruvate kinase. Q27686. purified LmPK, Kinase-Glo ATP luminescence, 1 h. Potency, µM (titrated, usually from 57.5 µM), for inactives: at the top dose activity change, negative = inhibition, hits mostly inhibitors. hit rate 0.37% among 290,000. AID 1721; note: potency is the fitted concentration of half-maximal effect; % is set by controls: 0 for no effect and ±100 for the full control effect
Target sequence (Q27686 whole entry, looked up): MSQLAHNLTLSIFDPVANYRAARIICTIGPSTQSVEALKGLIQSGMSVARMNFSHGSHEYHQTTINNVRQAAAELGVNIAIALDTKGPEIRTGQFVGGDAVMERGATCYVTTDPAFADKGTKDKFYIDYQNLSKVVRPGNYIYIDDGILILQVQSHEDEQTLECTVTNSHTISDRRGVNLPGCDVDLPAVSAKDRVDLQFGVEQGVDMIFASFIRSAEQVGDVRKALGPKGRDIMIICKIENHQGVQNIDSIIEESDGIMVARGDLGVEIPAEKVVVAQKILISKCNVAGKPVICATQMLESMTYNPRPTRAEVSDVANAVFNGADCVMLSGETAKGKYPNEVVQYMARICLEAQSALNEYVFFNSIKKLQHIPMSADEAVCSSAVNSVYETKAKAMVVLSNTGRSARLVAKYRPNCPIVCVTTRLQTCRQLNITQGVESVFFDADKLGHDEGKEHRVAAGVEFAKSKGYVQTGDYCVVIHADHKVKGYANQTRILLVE
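Screened at intermediate enzyme activity to detect both inhibitors and activators: LmPK at 0.1 nM, with a 0.5 nM enzyme column as activation reference. PEP 0.5 mM, ADP 0.1 mM; ATP detected by luminescence after 1 h.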
Pf growth 48h: inhibits P. falciparum growth in the first generation, 48 h. P. falciparum luciferase growth in erythrocytes, 48 h. Potency, µM (top dose mostly 28.7 µM), inactives show top-dose activity change, negative = inhibition, hits mostly inhibitors. AID 504832. hit rate 5.9% among 310,000; note: potency is the fitted concentration of half-maximal effect; % is set by controls: 0 for no effect and ±100 for the full control effect
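Parasite viability was followed by luminescence of a genomically integrated firefly luciferase. Cultures held 0.1% parasitemia at 2% hematocrit (final), incubated under 5% CO2 at 37 C.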
Pf growth 96h: P. falciparum growth inhibition at 96 hour, primary screen for plastid delayed-death inhibitors; P. falciparum luciferase reporter growth, 96 h; Potency, µM (highest dose often 28.7 µM), inactives show top-dose activity change, negative = inhibition, most hits filed as inhibitors; hit rate 6.9% among 320,000; note: potency is the fitted concentration of half-maximal effect; % is set by controls: 0 for no effect and ±100 for the full control effect
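Erythrocytes infected with luciferase-expressing P. falciparum were dispensed at 2% hematocrit and 0.05% parasitemia (final), then incubated with compounds 96 hours at 37 C in 5% CO2. Luminescence after detection reagent addition reported growth.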
Shiga toxin inh: Shiga toxin inhibition | Vero cells, Shiga toxin protein synthesis inhibition reporter | inhibition, % at 38.7 µM | hit rate 9.2% among 290,000; in the data active = inhibition mostly above about 28%, no sharp cut-off; inactive = mostly below about 43%; note: 0% is about no effect
Cycloheximide cs: counter-screen for Shiga toxin inhibitors: cycloheximide protein synthesis inhibition. max response, %. hit rate 12% among 300,000. cell reporter, cycloheximide protein synthesis inhibition counterscreen; in the data active = max response mostly above about 13%, no sharp cut-off; inactive = mostly below about 14%; note: read at 38.3 µM for the half of the compounds with a filed dose; 0% is about no effect
Starred values were filed as active, the others as inactive; ? = inconclusive; · = not tested or not shown; & = joins results of further samples; [ ] = remark or other dose. Unless noted, calls come from the whole dose curve; as a rule, active = well fitted curve in the direction sought with a large enough effect; inconclusive = small, poorly fitted or top-dose-only effect, or another doubt; inactive = no such curve, though single readings can be large; an effect the other way counts as inactive or inconclusive.

Every second line gives: TbPYK inhibitor, AMA1 RON2 block, LmPK inh, Pf growth 48h, Pf growth 96h, Shiga toxin inh, Cycloheximide cs
CN1CCC(C2(O)c3ccccc3CSc3sccc32)CC1 (centres undefined)
  0%, 9%, 10%, -28%, ?, -7, -3
O=C(Cn1c(CN2CCCCC2)nc2ccccc2c1=O)NCc1ccco1
  -5%, -4%, 2%, -9%, 88%[activator], 15, 12
COc1cccc(-c2nn(-c3ccccc3)cc2/C=C(/NC(=O)c2ccccc2)C(=O)O)c1
  2%, 13%, 3%, 8%, 33%[activator], 3, -2
CC(C)(CNC(=O)c1sc2cc(F)ccc2c1Cl)N1CCOCC1
  1%, 5%, 1%, -14%, ?, 24, 10
Nc1c(C(=O)c2ccc(Br)cc2)oc2ccccc12
  -6%, 10%[11.6 µM], -3%, 49%[activator], -6%, 45*, 30*
COc1ccc(S(=O)(=O)NCC(=O)N(Cc2ccco2)C(C(=O)NC(C)(C)C)C(C)C)cc1 (centres undefined)
  4%, -4%, -5%, -8%, ?, 23, -6
O=C(CSc1nc2ccccc2c(=O)n1CC1CCCO1)NCc1ccc2c(c1)OCO2 (centres undefined)
  3%, 0%, -1%, 4%, -9%, 16, -1
O=C(NCCCn1ccnc1)/C(=C\c1cccs1)NC(=O)c1ccccc1
  -5%, -9%, 0%, 46%[activator], 83%[activator], -9, -4
CC(C)CN(C(=O)CSc1nncs1)c1c(N)n(CC(C)C)c(=O)[nH]c1=O
  -5%, 1%, 6%, ·, ?, -12, 2
CCOc1ccc(CNC2CCCc3ccccc32)cc1 (centres undefined)
  -8%, -21%, -6%, -29%, 0%, -3, 1

Structures shown so far that contain an aryl methoxy group:
Every second line gives: TbPYK inhibitor, AMA1 RON2 block, LmPK inh, Pf growth 48h, Pf growth 96h, Shiga toxin inh, Cycloheximide cs
COc1cccc(-c2nn(-c3ccccc3)cc2/C=C(/NC(=O)c2ccccc2)C(=O)O)c1
  2%, 13%, 3%, 8%, 33%[activator], 3, -2
COc1ccc(S(=O)(=O)NCC(=O)N(Cc2ccco2)C(C(=O)NC(C)(C)C)C(C)C)cc1 (centres undefined)
  4%, -4%, -5%, -8%, ?, 23, -6

Following part
Every second line gives: TbPYK inhibitor, AMA1 RON2 block, LmPK inh, Pf growth 48h, Pf growth 96h, Shiga toxin inh, Cycloheximide cs
CCN1C(=O)[C@H]2[C@@H](c3ccc(-c4ccccc4)c(OC)c3)N[C@@](Cc3ccccc3)(C(=O)OC)[C@H]2C1=O
  0%, 12%, ·, 1.9µM*, 0.66µM*, ·, ·
CCOc1cc(NS(C)(=O)=O)c(OCC)cc1NC(=O)c1cccs1
  -1%, -7%, -3%, -25%, -11%, -17, -2
O=C(Cc1ccccc1)Nc1ccccc1CO
  4%, 27%, 1%, 5%, 6%, 32, -2
COc1cc(-c2nnc(-c3cccnc3)o2)cc(OC)c1OC
  0%, -2%, 10%, -5%, ?, 15, 6
CCOC(=O)c1cn(Cc2ccc(Cl)cc2Cl)c2cc(C)nn2c1=O
  1%, 6%, 1%, ?, ?, 3, -3
Cc1ccc[n+](CC(=O)c2cc3ccccc3oc2=O)c1
  5%, 2%, -1%, -11%, 0%, 30, 25*
O=C(CNc1ccc(Br)cc1)Nc1ccc(S(=O)(=O)N2CCCC2)cc1
  -1%, -3%[11.6 µM], ·, 9.3µM*, 12µM*, ·, ·
COc1ccc(NC(=O)CCS(=O)(=O)c2ccccc2)c(OC)c1
  -3%, 1%, -1%, 17%, -28%, 36*, 15*
COc1ccc(NC(=O)CSc2nccn2Cc2ccco2)cc1OC
  -4%&0%, -4%, 1%, 65%[activator], 17%, 36*, 27*
COCCn1cc(C(=S)N2CCCCC2)c2ccccc21
  0%, -12%, 2%, -18%, 29%, -5, 2
CCOC(=O)C1CCN(C(=O)Cc2ccc(-c3ccccc3)cc2)CC1
  4%, 2%, -1%, ?, 0%, 3, 2
CC(C)NC(=O)COC(=O)c1cc(F)c(F)cc1Cl
  -5%, -2%, 1%, ·, -43%, 13, 8
CC(=O)OCC(=O)Nc1ccc(C(C)=O)cc1
  4%, 3%, -3%, -2%, 46%[activator], 21, -2
O=C(Cn1ccc([N+](=O)[O-])n1)NCc1ccco1
  -2%, -1%, 2%, 10%, 21%, -13, 16
COc1ccc(C2CC(O)(c3ccccc3)Oc3c(C)ccc(C)c32)cc1 (centres undefined)
  3%, -5%, 2%, 9.3µM*, ?, -3&-3, -2&-2
CCOC(=O)Cc1nnc2c(Nc3ccc(C)cc3)nc3nonc3n12
  1%, -7%, 3%, -23%, ?, -2, 1
CCC(C)NC(=S)NNC(=O)c1ccc(C(C)(C)C)cc1 (centres undefined)
  -13%, 135%[activator], -5%, 8%, 115%[activator], 9, -1
CCOC(=O)C1CCCN(C/C(O)=C(\C#N)c2nc(-c3ccccc3)cs2)C1 (centres undefined)
  3%, 22%, 1%, 28%, 13µM*, 14, 8
CCC(C)[C@H](NC(=O)NCc1cccs1)C(=O)O (some centres undefined)
  -18%, -2%, 0%, 12%, 2%[5.75 µM], -5, 0
O=C1/C(=C/c2cccnc2)SC(=S)N1c1ccccc1
  1%, -10%, 1%, 9%, 24%, 2, 0
CCCSc1cc(N2CCOCC2)nc(-c2ccccc2Cl)n1
  3%, 14%, -2%, ·, 12µM*, -14, 11
N#CCOc1ccccc1P(=O)(c1ccccc1)c1ccccc1
  -13%, 0%, -1%, 2%[0.00184 µM], -20%, -5, -1
O=C(CSc1nnc(NC(=O)c2ccccc2[N+](=O)[O-])s1)NCC1CCCO1 (centres undefined)
  -6%, -11%, 0%, 21%, 13µM*, 40, 4
CCCCn1c(N)c(N(CCOC)C(=O)c2cc(-c3ccncc3)nc3ccccc23)c(=O)[nH]c1=O
  3%, 9%, -1%, 0%, 1%, 3, -1
N=c1c(C(=O)NC2CCCCC2)cc2c(=O)n3ccccc3nc2n1Cc1ccccc1
  -3%, 3%, 2%, ?, 5.9µM*, -9, -3
CNC(=O)N(O)C1N(/N=C/c2ccc(C)cc2)C(=S)SC1(C)C (centres undefined)
  4%, 11%, 2%, -17%[0.00184 µM], 16%, 3, -4
Cc1[nH]n(-c2nc(-c3ccccc3)cc(=O)[nH]2)c(=O)c1CCO
  -12%, 77%[activator], -10%, 1%, 25%, -12, -5
CCc1nnc(SCC(=O)Nc2ccc3c(c2)OCO3)n1CC
  0%, 8%, -2%, 15%, ?, 12, 9
COc1ccc(C)cc1NC(=O)c1ccc2c(=O)n3c(nc2c1)CCCCC3
  0%&3%, -9%, 2%, ?, ?, -4, 2
CCCCSC(=O)Nc1ccccc1
  -2%, -4%, -22%, 5%, 7%, 85*, 31*
C=CCNC(=O)c1c(N)n(CCN2CCOCC2)c2nc3ccccc3nc12
  3%, 2%, 5%, -15%, 40%[activator], 46, -3
O=C(NCCc1ccccc1)C(c1cccs1)N(C(=O)CCl)c1ccc(Cl)cc1 (centres undefined)
  0%, -16%, 0%, ?, ?, -19, -4
O=C(NCc1cccnc1)c1cccc(S(=O)(=O)Nc2ccc(F)cc2)c1
  3%, 3%, ·, 24%, -21%, ·, ·
C#Cc1ccc([C@@H]2C=C(C(=O)NC3CC3)O[C@H](OCC)[C@H]2CCCO)cc1
  4%, -7%, 4%, 45%[activator], 16%, -2, -6
O=C(N=Nc1c(O)[nH]c2ccc(Br)cc12)c1ccccc1-n1cccc1
  -3%, ?, 5%, ·, ?, 61, 9
CCN(CC)CCCn1c(SCC(=O)NCC2CCCO2)nc2ccccc2c1=O (centres undefined)
  5%, -2%, ·, 19%, 4%, ·, ·
C=CCNC(=S)Nc1ccc2cn[nH]c2c1
  3%, 2%, -4%, 0%, 25%, -8, 2
Cc1cc(S(=O)(=O)N(Cc2ccc(F)cc2)CC2CCCO2)ccc1-n1cnnn1 (centres undefined)
  -9%, 10%, 4%, ?, ?, -4, -1
O=C(NCC(=O)N(c1ccccc1)C(C(=O)NC1CCCCC1)c1cccnc1)c1cccs1 (centres undefined)
  -6%, -7%, -1%, -19%, -5%, 23, 1
O=C(OCC(=O)N1CCCC1)c1ccco1
  -9%, 7%, -8%, 11%, 7%, 25, 10
COc1ccccc1NS(=O)(=O)c1cccc(C(=O)N/N=C(\C)c2ccc(-n3ccnc3)cc2)c1
  3%, 51%[activator], -2%, ·, 13µM*, -25, -3
CCOC(=O)c1c(C)[nH]c(C(=O)OCC(=O)Nc2cc(C)nn2-c2ccccc2)c1C
  2%, 3%, ·, ?, ?, ·, ·
O=c1[nH]c(-c2ccccn2)nc2sc(-c3ccccc3)cc12
  -9%, 120%[activator], 4%, 62%[activator], ?, 118*, 49*
Cc1nc(=O)c(-c2ccccc2)c(C)n1CC1CCCO1 (centres undefined)
  3%, 11%, 7%, -5%, 30%[activator], -2, -4
Cc1csc(N/N=C/c2ccccc2F)n1
  -2%, 62%[activator], -2%, 289%[activator], -22%, 56*, 38*
CS(=O)(=O)N1CCCC(C(=O)NCCCN2CCOCC2)C1 (centres undefined)
  -3%, 5%, -5%, 6%, ?, -1, 3
CC(=O)OCc1ccccc1Sc1ccccc1C(=O)NCc1ccccc1
  -1%, -23%, 7%, -10%, ?, 14, 10
O=C(NCc1ccccc1)/C(=C/c1ccc(OC(F)F)cc1)c1ccccc1
  4%, 30%, 1%, 16%, ?, -12, -3
Cc1cc(=O)cc(C)n1-c1ccc(O)cc1
  -4%, 1%, 4%, 6%, 2%, -20, -4
CN(CC(=O)Nc1ccccc1[N+](=O)[O-])Cc1ccc(Br)cc1
  0%, -14%, 1%, -29%, ?, 19, 8

Following part
Every second line gives: TbPYK inhibitor, AMA1 RON2 block, LmPK inh, Pf growth 48h, Pf growth 96h, Shiga toxin inh, Cycloheximide cs
C/C(=N\NC(=O)c1ccoc1C)c1ccccc1
  -17%, 85%[activator], 14µM*, 180%[activator], 141%[activator], 64*, 44*
O=[N+]([O-])c1ccc(C2CNC(c3ccccc3)O2)cc1 (centres undefined)
  2%, 8%, -1%, -1%, -14%, 6, -1
O=C(Cc1cccc2ccccc12)N/N=C/c1ccc(Sc2cccc3cccnc23)o1
  ·, ·, 0%, ·, 6.6µM*, -10, -1
COc1ccc(Cc2nc(-c3ccc(-n4cccc4)cc3)no2)cc1
  2%, -9%, 0%, 9%, ?, 2, 4
Cc1cccc(C)c1NC(=O)CSCC(=O)c1ccc(O)c(O)c1
  -24%, 45%[activator], 2%, -7%, -21%, -15, -3
CCC(C)[C@H](NC(=O)N1CC(=O)Nc2ccccc21)C(=O)N[C@H](Cc1ccccc1)C(=O)O (some centres undefined)
  3%, 3%, -5%, 9%, ?, -8, -1
COc1cc(OC)cc(C(=O)NCC(=O)OCC(=O)N2c3ccccc3NC(=O)C2(C)C)c1
  5%, -8%, 9%, 18%, 35%[activator], 13, -2
